High-throughput results deposited in PubChem BioAssay by several laboratories.
Pyk2 oligo antag: Pyk2 (human) oligomerization antagonism | 0.83% of 99,000 active | AID 1347419 | Q14289 | z-score (the deposit names both 25 µM and 10 µM) | Q293 cells, Pyk2 FERM NanoBiT luminescence; stronger effect = lower value;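 active = Z-score of -3 or lower, scaled per plate to the spread of control and sample wells; inactive = z-score above -3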;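 note: negative z-score means lost luminescence so less FERM oligomerization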
Target sequence (Q14289 whole entry, looked up): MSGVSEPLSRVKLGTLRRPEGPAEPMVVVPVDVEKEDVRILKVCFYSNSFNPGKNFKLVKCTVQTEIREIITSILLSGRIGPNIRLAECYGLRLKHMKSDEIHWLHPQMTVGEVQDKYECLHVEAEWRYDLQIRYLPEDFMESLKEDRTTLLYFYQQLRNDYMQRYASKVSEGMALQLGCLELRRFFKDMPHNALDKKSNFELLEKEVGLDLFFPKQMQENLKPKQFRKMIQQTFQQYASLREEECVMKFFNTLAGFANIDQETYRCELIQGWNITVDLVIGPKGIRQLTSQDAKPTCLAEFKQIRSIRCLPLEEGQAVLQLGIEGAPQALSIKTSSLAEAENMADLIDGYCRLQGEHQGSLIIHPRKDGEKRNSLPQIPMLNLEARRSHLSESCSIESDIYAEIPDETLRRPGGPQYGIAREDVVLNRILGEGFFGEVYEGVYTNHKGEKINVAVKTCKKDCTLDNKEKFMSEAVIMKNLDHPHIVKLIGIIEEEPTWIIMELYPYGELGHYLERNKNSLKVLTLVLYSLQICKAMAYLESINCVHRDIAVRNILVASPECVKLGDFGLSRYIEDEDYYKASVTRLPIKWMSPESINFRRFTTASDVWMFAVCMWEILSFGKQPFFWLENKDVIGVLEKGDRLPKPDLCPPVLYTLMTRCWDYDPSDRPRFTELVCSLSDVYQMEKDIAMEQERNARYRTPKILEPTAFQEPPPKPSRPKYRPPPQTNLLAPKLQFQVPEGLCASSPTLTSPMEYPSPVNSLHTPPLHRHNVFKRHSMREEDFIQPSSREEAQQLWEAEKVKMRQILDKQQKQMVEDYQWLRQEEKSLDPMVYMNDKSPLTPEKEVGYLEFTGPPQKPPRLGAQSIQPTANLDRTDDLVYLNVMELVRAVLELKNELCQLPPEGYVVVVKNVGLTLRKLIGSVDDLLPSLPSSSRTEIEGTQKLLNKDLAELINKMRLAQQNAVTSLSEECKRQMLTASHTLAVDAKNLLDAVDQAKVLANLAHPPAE
ERa SRC1 inh: ER-alpha (human) coactivator binding inhibition; inhibition, % at 25.6 µM; P03372; TR-FRET ER-alpha LBD / SRC-1 peptide, estradiol-bound; 1.7% of 86,000 active; in the data active = inhibition above about 50%;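 note: 0% = receptor plus peptide control and 100% = peptide only without receptor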
HUVEC tox TNFa: toxic to HUVEC cells under TNF alpha stimulation; HUVEC TNFalpha-stimulated, Hoechst cell count, imaging; cell count reduction, % at 2 µM; 0.17% of 93,000 active; AID 848;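 active = cell count reduction exceeding the screen mean by over 5 SD, scaled to untreated wells per plate, cut at about 78% in these data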;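 note: cells counted after 24 h of TNF alpha exposure following the 1 h pretreatment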
PTPN22 act: increases human PTPN22 phosphatase activity; 0.11% of 96,000 active; recombinant LYP, DiFMUP fluorescence; 0 = plate median, 100 = signal doubled; Q9Y2R2; activation, % at 2 µM;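 active = activation at 2 µM above a set limit, the mean plus 5 SD, cut at about 37% in these data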
HUVEC tox IL1B: toxic to HUVEC cells under IL-1B stimulation; HUVEC cell count loss, Hoechst imaging, IL-1B stimulated; cell count reduction, % at 2 µM; 0.41% of 94,000 active;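 active = cell count reduction more than 3 SD above the screen-wide mean, cut at about 70% in these data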;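 note: normalized per plate to untreated control cells as the no-loss baseline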
F-actin modifier: cytoskeleton assembly modification; HUVEC TNFa F-actin phalloidin imaging, high content; 0.18% of 91,000 active; inhibition, % at 2 µM;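 active = inhibition above the batch mean plus 3 SD and confirmed as a hit by visual image inspection, cut at about 30% in these data, passing the limit was not always enough; inconclusive = above the inhibition threshold but rejected on visual inspection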; note: strong numbers were not always called active
FAK blocker: inhibitors of human focal adhesion kinase; 0.84% of 97,000 active; biochemical FAK kinase activity assay; AID 727; inhibition, %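 (tested at 7 µM)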; in the data active = inhibition above about 19%;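 note: 0% = DMSO and 100% = reference compound high control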
LYP inh 2: inhibitors of human LYP (PTPN22) phosphatase; recombinant LYP catalytic domain, DiFMUP fluorescence; 0.21% of 96,000 active; Q9Y2R2; inhibition, % at 2 µM;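 active = inhibition at 2 µM at or above a set limit, the screen mean plus 3 SD, cut at about 24% in these data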;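 note: 0% = DMSO with enzyme and 100% = enzyme fully blocked by orthovanadate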
VCAM1 TNFa inh: reduces TNF alpha induced VCAM1 expression in HUVEC. HUVEC TNFa-induced VCAM-1 immunofluorescence, high-content imaging. inhibition, % at 2 µM. 0.48% of 95,000 active. AID 802;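 active = inhibition above the batch mean plus 3 SD, with images confirmed as a hit by eye, cut at about 37% in these data; inconclusive = inhibition above that limit but hit not confirmed in images; inactive = inhibition not above that limit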;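 note: 0% = TNF-stimulated DMSO wells and 100% = unstimulated control wells; not every result past the cut was called active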
Active calls of the source: *; ? = inconclusive; nt = not tested or not shown; [ ] = dose if it differs, or a comment.

Order of results – Pyk2 oligo antag	ERa SRC1 inh	HUVEC tox TNFa	PTPN22 act	HUVEC tox IL1B	F-actin modifier	FAK blocker	LYP inh 2	VCAM1 TNFa inh
#1 CC1CC(C)(C)NC(=S)S1 (configuration not stated)
    0.92	-3	-3	-4	18	14	0	6	-9
#2 CCOC(=O)CCCNC(=O)CN1C(=O)NC2(CCCCCC2)C1=O
    -0.72	-4	-4	8	-5	-26	0	-10	4
#3 COc1ccc(S(=O)(=O)N2CCC(C(=O)Nc3ccc4c(c3)OCCO4)CC2)cc1OC
    0.24	1	-32	0	-13	-6	2	2	-8
#4 COc1ccc(N2C3=[N+](CC2(C)O)c2ccccc2CC3)cc1 (configuration not stated)
    1.5	5[fluorescence artefact?]	-14	-2	-1	-28	-1	1	18
#5 c1ccc2c(Cn3nnc4ccccc43)cccc2c1
    -0.65	-3	-5	-12	-5	8	2	9	-18
#6 COc1cc(-c2nnc(COc3ccc(Cl)cc3C)o2)cc(OC)c1OC
    -0.79	29[fluorescence artefact?]	-9	-11	-46	5	1	9	7
#7 Cc1onc(-c2ccccc2)c1C(=O)NCC1CCN(C(=O)c2c(-c3ccccc3)noc2C)CC1
    -0.26	4	-4	-9	-19	6	-8	11	14
#8 O=C(NC(=S)NNC(=O)c1ccccc1[N+](=O)[O-])c1ccccc1
    0.95	-3	-34	-11	-1	19	0	13	-1
#9 CCCCOC(=O)c1cccc(NC(=O)CCC(=O)O)c1
    -0.54	-3	-14	-3	5	nt	-1	2	-13
#10 Cc1nc(SCC(=O)NCc2ccco2)c2oc3ccccc3c2n1
    0.18	4	4	-4	0	1	5	2	17
#11 O=C(NCC1CCCO1)c1ccc(CS(=O)(=O)c2ccc(Cl)cc2)o1 (configuration not stated)
    -0.77	-2	-9	8	7	4	2	-5	20
#12 O=C(Nc1ccc(S(=O)(=O)Nc2ncccn2)cc1)c1ccco1
    -0.05	nt	-10	-4	19	7	0	3	20
#13 O=C(COC(=O)C1COc2ccccc2O1)NC1CCS(=O)(=O)C1 (configuration not stated)
    0.78	3	-42	-2	-128	-12	-5	0	-15
#14 O=C(c1ccco1)N1CCN(CC(O)Cn2c3ccccc3c3ccccc32)CC1 (configuration not stated)
    0.76	-2	-8	5	16	-6	6	-3	18
#15 COc1ccc(C(OC(=O)c2ccco2)C(=O)NCc2ccco2)cc1 (configuration not stated)
    0.07	12	-22	3	-44	1	1	-4	18

Reformatted screen by screen: 4 of the compounds above.
#11 O=C(NCC1CCCO1)c1ccc(CS(=O)(=O)c2ccc(Cl)cc2)o1 (configuration not stated)
#4 COc1ccc(N2C3=[N+](CC2(C)O)c2ccccc2CC3)cc1 (configuration not stated)
#6 COc1cc(-c2nnc(COc3ccc(Cl)cc3C)o2)cc(OC)c1OC
#3 COc1ccc(S(=O)(=O)N2CCC(C(=O)Nc3ccc4c(c3)OCCO4)CC2)cc1OC

assay / entry | 11 | 4 | 6 | 3
Pyk2 oligo antag | -0.77 | 1.5 | -0.79 | 0.24
ERa SRC1 inh | -2 | 5[fluorescence artefact?] | 29[fluorescence artefact?] | 1
HUVEC tox TNFa | -9 | -14 | -9 | -32
PTPN22 act | 8 | -2 | -11 | 0
HUVEC tox IL1B | 7 | -1 | -46 | -13
F-actin modifier | 4 | -28 | 5 | -6
FAK blocker | 2 | -1 | 1 | 2
LYP inh 2 | -5 | 1 | 9 | 2
VCAM1 TNFa inh | 20 | 18 | 7 | -8

Further structures.
Order of results – Pyk2 oligo antag	ERa SRC1 inh	HUVEC tox TNFa	PTPN22 act	HUVEC tox IL1B	F-actin modifier	FAK blocker	LYP inh 2	VCAM1 TNFa inh
#16 Cc1oc(-c2ccccc2Cl)[n+]([O-])c1C
    0.42	-11	-33	7	-17	14	5	-5	-17
#17 CCCCN(CC)CCCNC(=O)CS(=O)(=O)Cc1nc(-c2cccc(OC)c2)oc1C
    0.89	-1	7	-1	12	-5	2	5	6
#18 COc1ccc(CCNC(=O)C2CCN(S(=O)(=O)c3ccc(OC)c(OC)c3)CC2)cc1
    -0.04	-4	-5	-12	-7	-19	0	14	-7
#19 O=C1/C(=C\c2cccnc2)CCc2ccccc21
    0.22	nt	10	1	nt	25	2	4	13
#20 Nc1nnc(Cc2ccc(Cl)c(Cl)c2)s1
    0	11	nt	-2	21	1	-1	1	5
#21 CCN1CCN(CC(=O)Nc2sc3c(c2C#N)CCC(C)C3)CC1 (configuration not stated)
    0.17	1	-16	5	-24	-8	-4	-7	-1
#22 CCCS(=O)(=O)N1CCC(C(=O)NCc2cccnc2)CC1
    0.57	-5	3	12	8	-3	3	-14	-4
#23 c1ccc(CC2CNc3ccccc3CN2)cc1 (configuration not stated)
    -0.13	0	18	-3	-12	-7	4	0	-15
#24 O=C(NCc1ccc(N2CCCC2=O)cc1)c1cnccn1
    -0.76	-1[fluorescence artefact?]	-14	-4	0	-2	-2	3	-2
#25 CCN1CCc2c(sc(NC(=O)c3ccc(S(=O)(=O)N4CCOCC4)cc3)c2C(=O)OC)C1
    -1.2	1	-30	7	-13	8	2	-3	2
#26 COc1ccc(-c2cc(C(=O)N3CCN(c4ccccc4)CC3)c3ccccc3n2)cc1OC
    0.63	-8	-3	27	-5	3	1	-26	1
#27 COc1ccc(S(=O)(=O)n2ccc(C(C)Oc3ccc(-c4ccccc4)c(F)c3)n2)cc1 (configuration not stated)
    -1.1	nt	-15	8	-3	28	-6	-6	5
#28 Cc1cc(C)nc(SCC(=O)OCN2C(=O)c3ccccc3C2=O)n1
    0.23	-13	27	2	-19	-50	-1	-5	17
#29 OC1C2(Cc3ccccc3)CN3CCN(C2)CC1(Cc1ccccc1)C3 (configuration not stated)
    1.3	-10	0	-3	5	-18	2	5	-1
#30 CCOc1ccc(N2C(=O)CC(SC(=NC)Nc3ccc(F)cc3)C2=O)cc1 (configuration not stated)
    -2.2	-9	-21	12	40	-10	0	-12	-1

Entries by screen from the list.
HUVEC tox TNFa, nos. 5–9: -5, -9, -4, -34, -14
LYP inh 2, nos. 5–9: 9, 9, 11, 13, 2
Pyk2 oligo antag, nos. 5–9: -0.65, -0.79, -0.26, 0.95, -0.54

The list goes on.
Order of results – Pyk2 oligo antag	ERa SRC1 inh	HUVEC tox TNFa	PTPN22 act	HUVEC tox IL1B	F-actin modifier	FAK blocker	LYP inh 2	VCAM1 TNFa inh
#31 Nc1cc(OC(=O)c2ccco2)nn1S(=O)(=O)c1ccc(F)cc1
    -0.39	nt	-1	-2	60	-8	7	2	12
#32 CN(C)C(=O)N1CCC(C(=O)NCc2ccc(F)cc2)CC1
    nt	-1	-12	-8	14	7	1	7	-1
#33 COc1ccc(NC(=O)Cc2ccc(Cl)cc2)cc1NC(=O)c1ccco1
    -3	6	2	2	36	-9	1	0	8
#34 CC(C)OC(=O)CSc1nnc(-c2cnccn2)n1-c1ccc(Cl)cc1
    -0.33	-5	-38	-6	6	10	-2	4	7
#35 O=C(CN(C(=O)c1cc2c(s1)CCC2)C1CCCC1)NCc1cccs1
    0.44	3	-23	12	-8	52	0	-15	1
#36 Cc1ccc([N+](=O)[O-])cc1NC(=O)c1ccc(C(C)(C)C)cc1
    -1.1	nt	-6	-6	-43	2	3	8	14
#37 COCCn1c(SCC(=O)N(C(C)C)C(C)C)nnc1-c1cc2ccccc2cc1O
    -0.03	1[fluorescence artefact?]	-16	2	-38	1	1	-4	19
#38 Cc1cc(S(=O)(=O)Nc2cccnc2)c(C)s1
    0.15	-19	-8	-4	10	15	-1	3	-5
#39 COc1ccc2nc(NC(=O)Cc3ccc(OC)c(S(=O)(=O)N4CCOCC4)c3)sc2c1
    -0.64	-10	-34	4	2	-8	9	-5	13
#40 CCC1Oc2ccc(C)cc2N(CC(=O)N(Cc2ccncc2)Cc2ccco2)C1=O (configuration not stated)
    0.68	-2	4	4	-6	-1	-3	-1	6
#41 CC(=O)NC1C(=O)N(CCc2ccccc2)c2ccc(Br)cc21 (configuration not stated)
    -0.77	-3	-19	-3	-17	5	-4	4	18
#42 O=C(CN1C(=O)CSC1=O)c1ccccc1
    0.96	4	-14	3	34	-21	8	-3	3
#43 N#CCCN/N=C(\Cc1nc2ccccc2[nH]1)c1ccccc1
    -0.95	-1	4	-3	8	-26	0	4	-3
#44 Cn1c(NCc2ccccc2)nc2c1c(=O)n(Cc1ccc(Br)cc1)c(=O)n2C
    -0.69	-7	-8	-8	nt	4	1	5	14
#45 Cc1cccc(Oc2cnn(C(C)(C)C)c(=O)c2Cl)c1
    -1.1	-7	nt	7	-8	-12	0	-7	25

(continued)
Order of results – Pyk2 oligo antag	ERa SRC1 inh	HUVEC tox TNFa	PTPN22 act	HUVEC tox IL1B	F-actin modifier	FAK blocker	LYP inh 2	VCAM1 TNFa inh
#46 Nc1cc(-c2ccccc2)nn1S(=O)(=O)c1ccc(F)cc1
    nt	-1	47	-6	10	-22	5	5	4
#47 CC1=C(/C=C/C(=O)O)C(C)(C)CCC1
    0.3	23	-20	-1	-9	nt	-2	2	-7
#48 CCn1nnc2sc3c(c2c1=O)CCC(C)C3 (configuration not stated)
    2	5[fluorescence artefact?]	-4	5	-4	-22	8	-5	3
#49 COc1cc(C2N(c3ccccn3)C(=O)C3CCCN32)cc(OC)c1OC (configuration not stated)
    0.71	-5	-15	-2	-10	-7	2	0	12
#50 CSCC[C@H](NC(=O)NCc1ccc(F)cc1)C(=O)O
    -0.5	5	-5	-6	-15	56	0	6	5
#51 CCOC(=O)c1nnc(-c2cccs2)nc1Oc1ccc(Cl)cc1
    0.34	30	-6	-2	7	2	-1	3	18
#52 CCC(=O)Nc1ccc(-c2nnc(SCC(=O)N3CCCCC3)n2C)cc1
    -0.22	3	-75	-5	7	nt	2	6	12
#53 Cc1ccc(C(c2nnnn2CC2CCCO2)N2CCN(C(=O)c3ccco3)CC2)cc1 (configuration not stated)
    0.55	-3	nt	-3	nt	nt	-11	3	nt
#54 CCOc1ccccc1C1C(C#N)=C(N)Nc2onc(-c3ccccc3)c21 (configuration not stated)
    -0.64	-4	-10	4	25	34	-1	-5	6
#55 CCN(CC)S(=O)(=O)c1ccc(-c2nnc(SCC(=O)N3c4ccccc4CC3C)o2)cc1 (configuration not stated)
    0.79	3	-23	-3	28	2	3	6	-6
#56 COc1cccc(C(=O)CSc2nnnn2C2CCCCC2)c1
    0.1	nt	-10	-11	17	20	1	7	-31
#57 O=C(COC(=O)c1cccs1)NCCN1C(=O)CSC1=O
    -0.66	-4	-9	-3	13	-14	1	0	1
#58 O=C(Cn1cccc1C(=O)c1ccccc1)NCCN1CCOCC1
    1.1	6	44	0	2	?	1	-6	82*
#59 Cc1ccc2c(c1)N=C(c1ccc(Cl)cc1)CO2
    0.4	-3	-4	6	-18	-13	1	-5	18
#60 C=C(C)CSc1nc2ncccc2[nH]1
    1.1	18	-34	-1	-29	-3	3	-2	-2
